Assay outcomes from PubChem BioAssay.
EP2 modulator: EP2 receptor modulators, cAMP readout, primary screen, cell-based, HTRF cAMP, PGE2 stimulation; Prostaglandin E2 receptor EP2 subtype (Homo sapiens), P43116; EP2-expressing cells, cAMP HTRF FRET, PGE2 co-stimulation; induction, % at 25 µM; 260,000 tested, 0.83% active; AID 940, 2007;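 active = compounds whose cAMP rise, as percent of the full-agonist control response, exceeds 60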;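 note: rat C6 glioma line stably carrying human EP2 under a CMV promoter; the protocol text gives 20 µM as final concentration; 100% = response of wells given 1 µM PGE2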
Target sequence (P43116 whole entry, looked up): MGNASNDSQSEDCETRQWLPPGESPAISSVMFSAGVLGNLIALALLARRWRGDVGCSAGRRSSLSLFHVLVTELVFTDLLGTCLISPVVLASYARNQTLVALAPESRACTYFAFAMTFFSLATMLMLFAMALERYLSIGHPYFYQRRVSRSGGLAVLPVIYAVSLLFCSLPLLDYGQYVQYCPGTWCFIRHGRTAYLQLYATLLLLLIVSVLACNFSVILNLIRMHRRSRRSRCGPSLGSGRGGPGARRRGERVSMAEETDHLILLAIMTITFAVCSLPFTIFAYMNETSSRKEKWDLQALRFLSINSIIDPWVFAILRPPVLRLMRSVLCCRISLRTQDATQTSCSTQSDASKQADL
CHOP inh: inhibitors of CHOP promoter induction, primary screen, cell-based, unfolded protein response, luciferase reporter; CHO-K1 CHOP-promoter luciferase, tunicamycin-induced, 15-18 h; inhibition, % at 10 µM; 220,000 tested, 3.8% active;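 active = compounds that reduced the stress-induced luciferase reporter signal by more than about 70% of percent inhibition, limit read from the data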;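 note: 0% = tunicamycin plus vehicle and 100% = wells without tunicamycin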
zfTRPN1 agonist: zebrafish TRPN1 channel agonists, primary screen, cell-based, HEK293, calcium fluorescence | transient receptor potential cation channel N1 (TRPN1/NompC), Danio rerio | HEK293 zebrafish TRPN1-YFP, Fluo-8 calcium fluorescence; 100% = response to 87 µM carbachol | activation, % at 3 µM | 220,000 tested, 0.18% active;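 active = activation above its plate's cutoff, the mean activation of test wells on that plate plus 3 SD, cut at about 19% in these data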;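 note: 0% = DMSO alone and 100% = 87 µM carbachol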
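Material: zebrafish TRPN1-YFP in HEK293 cells; Doses: single test compound dose, 3 µM nominal, 0.3% DMSO; Timing: dye loading 1 h at 37 °C, then 30 min room temperature; Technique: intracellular calcium fluorescence with Fluo-8; Benchmarks: high carbachol 87 µM, low DMSO alone.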
TRPML3 ag: human TRPML3 channel agonists, primary screen, cell-based, HEK293 TRPML3-YFP, Fluo-8 calcium fluorescence, 3 µM; Mucolipin-3 (Homo sapiens), Q8TDD5; 100% = the carbachol control signal; activation, % at 3 µM; 220,000 tested, 0.29% active; AID 1448, 2008;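 active = activation above its plate's cutoff, the mean activation of the plate's test wells plus 3 SD, cut at about 12% in these data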;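 note: 0% = DMSO only wells and 100% = carbachol wells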
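Test system – HEK293 line with stable expression of human TRPML3-YFP channel · Control set – carbachol 87 µM final as high control (100%), DMSO as low control (0%) · Signal – Fluo-8 calcium dye fluorescence, ex 470-495, em 515-575 nm · Incubation – 1-h 37 °C dye load, 5-s basal, 120-s post-compound reads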
NPY-Y1 antag: NPY-Y1 receptor antagonists, primary screen, cell-based. HEK293-CNG Y1 cells, membrane potential fluorescence; NPY at EC95, then isoproterenol. inhibition, % at 3.6 µM. 200,000 tested, 1% active. AID 1040, 2008;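 active = inhibition above the campaign mean inhibition of all tested compounds plus 3 SD, cut at about 20% in these data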;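 note: 0% = DMSO wells given NPY plus isoproterenol and 100% = isoproterenol alone without NPY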
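Material: HEK293 Y1/CNG channel cell line | Also added: NPY (25 nM), isoproterenol (1 µM), Ro 20-1724 (25 µM) | Compound: One concentration, 3.6 µM, in 0.4% DMSO | Schedule: 3 h dye uptake, 1 h room-temperature compound, 45 min post-isoproterenol | Signal: Membrane-potential fluorescent dye readout | Read-out: % inhibition of NPY effect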
NPY1 pot ag: NPY-Y1 receptor potentiators or agonists, primary screen, cell-based | Neuropeptide Y receptor type 1 (Homo sapiens), P25929 | NPY-Y1 expressing cells, potentiator/agonist activation | activation, % at 3.6 µM | 220,000 tested, 0.37% active; in the data active = activation above about 33%, passing the limit was not always enough;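 note: cells stimulated with NPY at EC10 then isoproterenol at EC100; 0% = low agonist plus stimulus and 100% = saturating agonist plus stimulus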
NPY-Y2 PAM-ag: NPY-Y2 potentiators or agonists, primary screen, cell-based. Neuropeptide Y receptor type 2 (Homo sapiens), P49146. cells expressing NPY-Y2, potentiator/agonist read-out. activation, % at 3.6 µM. 220,000 tested, 0.45% active. AID 1359, 2008; in the data active = activation above about 27%;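 note: cells stimulated with NPY near EC25 plus isoproterenol at EC100; 0% = vehicle plus submaximal agonist and 100% = vehicle plus saturating agonist; some results beyond the cut were filed as inactive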
S1P4 antag: S1P4 receptor antagonists, primary screen, cell-based; S1P4-expressing cells, antagonist mode, reporter read-out; AID 1510, 2009; Sphingosine 1-phosphate receptor 4 (Homo sapiens), O95977; inhibition, % at 4.98 µM; 220,000 tested, 0.26% active; in the data active = inhibition above about 29%;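 note: 0% = wells stimulated with agonist and 100% = vehicle wells without agonist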
Target sequence (O95977 whole entry, looked up): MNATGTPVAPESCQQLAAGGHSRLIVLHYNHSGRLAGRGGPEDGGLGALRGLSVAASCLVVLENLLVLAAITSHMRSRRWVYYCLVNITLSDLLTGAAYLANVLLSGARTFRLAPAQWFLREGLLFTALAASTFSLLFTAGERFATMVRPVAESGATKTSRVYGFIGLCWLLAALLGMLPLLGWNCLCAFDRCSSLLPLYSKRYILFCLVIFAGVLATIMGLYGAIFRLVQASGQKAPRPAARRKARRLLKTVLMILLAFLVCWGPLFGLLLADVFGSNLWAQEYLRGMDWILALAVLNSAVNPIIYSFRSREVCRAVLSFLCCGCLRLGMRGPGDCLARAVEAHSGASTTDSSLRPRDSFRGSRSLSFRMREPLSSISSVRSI
S1P4 agonist: S1P4 receptor agonists, primary screen, cell-based | Sphingosine 1-phosphate receptor 4 (Homo sapiens), O95977 | S1P4-expressing cell line, agonist reporter assay | activation, % at 4.98 µM | 220,000 tested, 0.35% active | AID 1509, 2009; in the data active = activation above about 11%;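 note: 0% = DMSO vehicle and 100% = reference agonist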
Numbers without * were called inactive; nt = not tested or not shown; & = joins results of further samples.

Values run as follows: EP2 modulator	NPY-Y1 antag	CHOP inh	TRPML3 ag	S1P4 agonist	NPY-Y2 PAM-ag	zfTRPN1 agonist	NPY1 pot ag	S1P4 antag
- CCOC(=O)CNC(=O)CSc1ccc2nnc(-c3cccnc3)n2n1
  3.3	4.3	25.6	1.5	0.3	-3.1	1.9	22.6	-5.5
- O=C(NCC1CCCO1)C1CC(=O)N(C2CCCCCC2)C1 (stereo not given)
  24.5	-2.1	10.2	0.0	-3.4	-20.1	-0.4	3.3	-2.4
- CCc1nnc(NC(=O)CSc2nnc(-c3ccccc3O)n2CC)s1
  14.9	-2.9	7.5	0.7	-0.1	6.0	-0.1	-2.8	-8.4
- COc1ccc(Cc2n[nH]c(=S)n2-c2ccc3c(c2)OCCO3)cc1
  36.0	3.1	-10.5	0.6	3.6	-1.0	1.7	7.1	-10.1
- COc1ccc(Nc2nc3ccccc3nc2NS(=O)(=O)c2cccs2)cc1
  -36.6	-4.2	41.2	0.5	-0.2	2.1	-0.2	13.2	-24.2
- c1ccc(CN2CCOCC2)cc1
  -3.5	9.6	16.7	0.9	1.2	1.4	0.5	-5.9	-1.1
- Cc1nnc(-n2ncc(C#N)c2N)c2nn(-c3cccc(Cl)c3)c(C)c12
  -27.9	-3.0	-4.5	1.4	2.9	-5.2	-0.3	11.0	-14.6
- O=C1c2oc3ccc(F)cc3c(=O)c2C(c2cccc(O)c2)N1CCCN1CCOCC1 (stereo not given)
  5.0	12.2	-18.1	0.3	-0.8	2.8	-0.3	-4.1	-14.2
- CC1CN=C(N(C(=O)Nc2ccccc2)c2ccc(S(=O)(=O)N3CCOCC3)cc2)S1 (stereo not given)
  -13.5	-3.1	25.8	1.1	0.1	-13.4	2.8	-6.0	14.2
- CC(=O)Nc1cccc(/C(C)=N/NC(=S)NC(C)C)c1
  -8.9	-0.1	-14.8	0.8	-0.2	9.7	0.7	5.0	-2.5
- CCC(Oc1ccccc1)C(=O)Nc1ccsc1C(=O)OC (stereo not given)
  49.9	1.1	14.4	-0.5	0.3	5.8	-2.6	-12.8	-9.9
- COc1cc(NC(=S)N2CCN(CCO)CC2)c(OC)cc1Cl
  2.0	-1.9	-1.4	0.5	-0.7	4.0	-0.1	-0.7	-15.9
- COc1cccc(OCC(O)CN2CCN(c3ncccn3)CC2)c1 (stereo not given)
  3.4	6.3	18.7	0.8	0.7	-3.4	-0.3	-8.1	-29.2
- CCOc1ccc(CCNC(=O)C2=C(C)C(=O)OC23CCC(C)CC3)cc1OCC (stereo not given)
  24.2	8.5	-2.5	1.4	1.2	6.8	1.2	-7.1	-10.8
- CCOC(=O)c1cn2nc(Oc3ccc(NC(C)=O)cc3)ccc2n1
  -39.6	nt	-12.5	0.1	-1.1	-2.0	1.0	-13.7	13.0
- CC(C)NC(=O)c1ccc(S(=O)(=O)N(C)C)cc1
  2.8	2.2	-4.9	0.9	-0.3	1.1	-0.5	-19.6	-1.8
- Cc1cccc(OCC(=O)Nc2ccc3c(c2)nc(CCN2CCN(C)CC2)n3C)c1
  -20.8	1.5	-4.2	0.7	-3.1	-12.3	0.3	-27.6	-22.8
- C#CCOCCOCCOCCNc1nc(N2CCN(C(=O)C(CCC(=O)O)n3cc(C(N)CC(C)C)nn3)CC2)nc(N2CCN(C(=O)C(Cc3cc4ccccc4[nH]3)n3cc(C(N)Cc4ccc(O)cc4)nn3)CC2)n1 (stereo not given)
  9.2	-0.9	1.3	-0.1	-3.9	8.9	-0.9	6.2	4.0
- CN(C)c1ccc2c3c(ccc(N(C)C)c13)COC2
  -9.7	6.1	13.8	0.8	-1.1	-1.9	-0.6	1.1	-13.0
- Cc1ccc(N(C(=O)c2sc(C)nc2C)C(C(=O)NCc2ccco2)c2ccccc2)cc1 (stereo not given)
  20.8	1.4	7.8	-0.4	-0.6	-5.7	-0.7	-15.5	-24.1

Values run as follows: EP2 modulator	NPY-Y1 antag	CHOP inh	TRPML3 ag	S1P4 agonist	NPY-Y2 PAM-ag	zfTRPN1 agonist	NPY1 pot ag	S1P4 antag
- COCCn1nnnc1CN1CCN(c2cccc(C(F)(F)F)c2)CC1
  15.1	-9.7	28.4	0.1	1.2	12.4	0.6	0.7	13.0
- COc1cccc(-n2c(=O)n(Cc3ccccc3)c(=O)c3[nH]cnc32)c1
  24.1	nt	-8.1	-0.5	0.3	-18.1	-0.3	-17.9	-3.7
- COc1ccc2[nH]c(C(=O)N(C)c3ccc(F)cc3F)cc2c1
  5.7	nt	4.3	0.2	0.6	15.6	-1.6	2.8	13.9
- Cc1ccc(-c2nc3cccnc3o2)cc1NC(=O)COc1ccc(Cl)cc1C
  17.3	1.0	66.4	0.6	2.6	3.2	1.5	5.3	-9.6
- CC(C)NC(=O)NC(=O)COC(=O)/C=C/c1ccccc1[N+](=O)[O-]
  -4.6	-2.2	19.9	-0.9	2.3	-3.5	-0.2	0.9	0.8
- Cc1ccc(C(=O)Nc2c(C)cc(-c3ccc(Cl)cc3)oc2=O)cc1
  8.0	0.6	44.4	0.4	-1.5	3.5	0.3	-9.7	-4.2
- CC1CN(C(=O)C(C)N2CCN(c3cccc(Cl)c3)CC2)CC(C)O1 (stereo not given)
  -16.2	5.3	2.5	0.2	0.3	-0.1	-1.7	3.6	8.5
- Cc1cc(C(=O)Oc2ccccc2C(=O)O)c(C)o1
  34.1	-5.0	6.0	0.6	-0.1	12.7	1.6	10.3	-4.3
- O=C(C(NS(=O)(=O)c1cccs1)c1ccccc1)N1CCN(c2ccccc2)CC1 (stereo not given)
  -26.1	1.5	9.7	-0.6	0.4	-0.2	-1.3	-5.2	8.0
- CC1CCCC(C)N1C(=O)COc1ccc(C(=O)Nc2ccccc2N2CCOCC2)cc1 (stereo not given)
  -21.8	7.7	1.7	1.0	0.8	-14.3	2.6	-5.8	4.1
- C/C(=C\C(=O)c1ccc(Br)cc1)NCc1ccccc1
  22.2	5.4	21.5	0.6	-2.9	-5.4	-1.1	-11.3	-5.6
- COC(=O)C(Cc1cnc(Cl)s1)(C(=O)OC)c1ccccc1[N+](=O)[O-]
  20.6	0.8	14.0	-0.5	3.0	-6.8	-1.3	-9.0	-9.5
- c1ccc(-c2cc(N3CCCCC3)c3ccccc3n2)cc1
  40.2	15.9	1.4	-0.4	-0.5	-41.4	-0.2	-13.9	6.7
- COc1ccc(C2=NO[C@@H]3C(=O)N(C4CCCCC4)C(=O)[C@H]23)cc1OC
  13.3	-2.9	51.2	3.6	0.8	6.3	5.2	13.3	0.0
- Cc1cccn2c(NCc3ccc4c(c3)OCO4)c(-c3ccc(O)cc3)nc12
  -35.5&-17.7	2.6	41.0	-1.2	0.2	10.0	-1.7	16.7	-11.0
- Nn1c(SC/C=C/c2ccccc2)nnc1-c1ccco1
  22.9	0.7	-14.8	-0.6	-1.2	-2.0	0.3	-5.1	-12.7
- O=C(O)COc1ccc(Br)cc1/C=N/O
  4.5	6.9	22.9	1.0	-1.5	-5.3	1.3	-19.3	-11.5
- CC(C)c1nnc(NC(=O)C2CCCN2C(=O)Nc2ccccc2F)s1 (stereo not given)
  10.8&5.1	-1.8	0.9	0.9	-0.2	-2.3	1.2	-6.3	0.4
- COC(=O)C1=C(C)N(Cc2ccc(C)cc2)C(=O)/C1=C\c1cc(OC)c(OC)c(OC)c1
  7.4	12.0	-10.3	-0.2	1.9	-14.5	-0.5	-80.2	-4.2
- Cc1cccc(C)c1NC(=O)C1(NC(=O)C2CCC(=O)N2)CCCCC1 (stereo not given)
  11.2	3.2	8.1	0.7	1.4	1.2	0.8	2.2	-8.9

2 compounds from above, showing only CHOP inh and NPY-Y1 antag:
| Structure | CHOP inh | NPY-Y1 antag |
| --- | --- | --- |
| Cc1cccc(C)c1NC(=O)C1(NC(=O)C2CCC(=O)N2)CCCCC1 (stereo not given) | 8.1 | 3.2 |
| COc1ccc(C2=NO[C@@H]3C(=O)N(C4CCCCC4)C(=O)[C@H]23)cc1OC | 51.2 | -2.9 |

Next part.
Values run as follows: EP2 modulator	NPY-Y1 antag	CHOP inh	TRPML3 ag	S1P4 agonist	NPY-Y2 PAM-ag	zfTRPN1 agonist	NPY1 pot ag	S1P4 antag
- Cc1cc(C)c(OCCCCCNCCO)c(C)c1
  -2.8	-1.4	27.0	0.6	-1.5	-5.3	0.1	-28.8	-4.7
- CC(=O)Nc1ccc(S(=O)(=O)NCC(CCC(=O)O)C(F)(F)F)cc1 (stereo not given)
  25.9	1.4	-4.0	0.0	0.6	-8.4	0.7	10.8	-9.2
- COc1cccc(/C=N/NC(=O)CN(C2=NS(=O)(=O)c3ccccc32)c2ccccc2)c1
  -10.1	4.0	4.0	-0.4	1.9	-5.8	-2.1	-13.7	-8.2
- Cc1c(NC(=O)c2cc3ccccc3o2)c(=O)n(-c2ccccc2)n1C
  7.4	1.5	8.1	0.3	-2.2	7.6	-0.5	-13.3	-7.7
- CC1Cc2ccccc2N1C1=CC(=O)CCC1 (stereo not given)
  -55.9	-4.6	12.0	0.4	-0.1	11.2	-0.1	8.4	-8.7
